Bioassay records (PubChem)
E-sel TNF inh = TNF alpha driven E-selectin expression inhibition; HUVEC TNFa-induced E-selectin immunofluorescence, high content; inhibition, % at 2 µM; 120,000 tested, 0.71% active;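 active = inhibition above the batch mean plus 3 SD, and confirmed as a hit on visual image review, cut at about 43% in these data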;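 note: 0% = TNF-stimulated DMSO wells and 100% = unstimulated control wells; not every result past the cut was called active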
bCat KO growth = beta-catenin-lacking colon tumor cell growth suppression | 140,000 tested, 1.5% active | viability, % at 10 µM | HCT116 beta-catenin knockout viability, CellTiter-Glo, 60 h; active compounds read low;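 active = viability at or under a set limit, the compound median less 4 SD, cut at about 6% in these data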;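 note: 0% = Hyamine 1622 control at 20 µM and 100% = untreated cell control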
Phagocyt inh = blocks phagocytosis by macrophages. J774A.1 macrophage IgG-bead phagocytosis, imaging. AID 1029. inhibition, % at 5 µM. 110,000 tested, 0.07% active;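 active = inhibition above the mean of the plate negative controls plus 5 SD, cut at about 13% in these data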;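 note: phagocytic index as fraction of beads internalized from green versus red external bead signal; plate controls were DMSO negative control for no effect and cytochalasin-D positive control for full effect; some results beyond the cut were filed as inactive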
BB579 growth dn = chemicals that inhibit yeast BB579 growth in restrictive medium (lifespan-shortening candidates); S. cerevisiae BB579 growth, OD615, 48 h; inhibition, % at 10 µM; 140,000 tested, 0.51% active;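 active = inhibition above a set limit, 3 SD over the mean compound inhibition, cut at about 44% in these data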; note: inactives centre near -24
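controls = amphotericin B 10 µg/mL, positive | assay system = DeaD yeast strain BB579 | schedule = 48 h compound exposure at 30 °C after 4 h preincubation | detection = OD615 turbidity measurement | medium = restrictive CSMM-D medium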
MRP-1 activ = activators of MRP-1; H69AR cells + doxorubicin, viability rescue, CellTiter-Glo; viability increase, % at 10 µM; 140,000 tested, 0.61% active; AID 799;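 active = viability gain under doxorubicin at or above a set limit, the compound median plus 3 SD, cut at about 4.7% in these data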;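 note: MRP-1 overexpressing cells given doxorubicin 25 µM after compound pretreatment; 18-22 h compound pretreatment then 72 h with doxorubicin before readout; 0% = doxorubicin-only wells and 100% = vehicle-treated cells without doxorubicin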
GALR2 antag = antagonists of human galanin receptor 2 (GALR2); 140,000 tested, 0.39% active; AID 828; O43603; inhibition, % at 4 µM; GALR2-expressing cells, antagonist mode; in the data active = inhibition above about 27%;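 note: cells stimulated with galanin 1-16 at roughly its EC80; 0% = agonist challenge control and 100% = basal control without agonist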
Target sequence (O43603 whole entry, looked up): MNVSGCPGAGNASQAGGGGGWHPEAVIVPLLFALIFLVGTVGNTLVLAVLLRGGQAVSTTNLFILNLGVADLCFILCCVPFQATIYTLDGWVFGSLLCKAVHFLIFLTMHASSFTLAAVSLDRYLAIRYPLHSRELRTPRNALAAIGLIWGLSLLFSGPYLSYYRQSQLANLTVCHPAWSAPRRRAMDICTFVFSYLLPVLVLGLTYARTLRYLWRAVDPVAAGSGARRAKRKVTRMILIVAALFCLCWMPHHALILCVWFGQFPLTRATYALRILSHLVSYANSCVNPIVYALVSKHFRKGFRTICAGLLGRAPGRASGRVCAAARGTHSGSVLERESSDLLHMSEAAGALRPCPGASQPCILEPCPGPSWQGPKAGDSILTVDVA
Measles CPE = protection of cells from measles virus; 140,000 tested, 1.5% active; AID 841; Measles virus-infected cells, CPE protection, absorbance; protection (pct of control), % at 4 µM; in the data active = protection mostly above about 24%, no sharp cut-off; inactive = mostly below about 26%; note: some compounds called inactive have numbers as strong as hits
HCT116 PTEN-null = suppresses growth of cells with PTEN deletion; HCT116 PTEN-null viability, CellTiter-Glo, 60 h; active compounds read low; AID 827; 140,000 tested, 1.2% active; viability, % at 10 µM;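 active = viability at or below a set limit, 4 SD under the median of all tested compounds, cut at about 3.7% in these data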;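 note: PTEN knockout HCT116 line with beta catenin targeted HCT116 as companion control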
NPY-Y2 antag = blocks the human neuropeptide Y Y2 receptor | P49146 | NPY-Y2 expressing cells, antagonist mode | inhibition, % at 2.7 µM | 140,000 tested, 0.99% active; in the data active = inhibition above about 17%;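 note: 0% = vehicle with agonist challenge and 100% = reference antagonist with challenge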
Target sequence (P49146 whole entry, looked up): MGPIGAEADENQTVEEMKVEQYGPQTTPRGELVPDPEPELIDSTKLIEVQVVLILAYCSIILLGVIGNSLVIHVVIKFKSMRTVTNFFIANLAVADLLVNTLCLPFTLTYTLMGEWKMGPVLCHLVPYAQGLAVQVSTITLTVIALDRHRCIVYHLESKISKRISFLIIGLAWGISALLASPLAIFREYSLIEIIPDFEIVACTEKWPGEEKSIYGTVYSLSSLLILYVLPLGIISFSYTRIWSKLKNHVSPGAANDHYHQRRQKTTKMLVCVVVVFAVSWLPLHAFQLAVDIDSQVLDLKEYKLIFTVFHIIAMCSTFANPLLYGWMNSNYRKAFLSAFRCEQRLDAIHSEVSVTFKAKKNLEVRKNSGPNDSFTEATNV
Yeast lifespan up = extends the lifespan of yeast; S. cerevisiae growth with nicotinamide, OD615; deaD strain in restrictive glucose medium; inhibition of the nicotinamide effect, % at 10 µM; 130,000 tested, 0.68% active; AID 775;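 active = inhibition above a set limit, placed 3 SD over the median of all compounds, cut at about 26% in these data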;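 note: 0% = nicotinamide-treated wells and 100% = cells grown without nicotinamide; some compounds called inactive have numbers as strong as hits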
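Material: Modified budding yeast, DeaD strain | Medium: Restrictive glucose medium | Probe or stimulus: 1.5 mM nicotinamide | Dosing: Single dose 10 µM compound, 0.25% DMSO | Times: 48 h at 30 °C | Technique: OD615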
Starred values were filed as active, the others as inactive; nt = not tested or not shown.

SMILES | E-sel TNF inh | bCat KO growth | Phagocyt inh | BB579 growth dn | MRP-1 activ | GALR2 antag | Measles CPE | HCT116 PTEN-null | NPY-Y2 antag | Yeast lifespan up
OCC#Cc1cnc2ccccc2c1 | 27 | 100 | 1 | -49 | -1.1 | 5 | 1 | 105 | 4 | -10
Fc1ccccc1COc1cccc(/C=N/n2cnnc2)c1 | 8 | 92 | -1 | -41 | -0.5 | 0 | 15 | 90 | 2 | -11
O=C(CN1CCCCC1)Nc1cccc(-n2cnnn2)c1 | -11 | 106 | 0 | -18 | -0.3 | -5 | 26 | 110 | 1 | -10
COc1cccc(-c2cc3nc(-c4ccccc4)cc(N4CCC5(CC4)OCCO5)n3n2)c1 | -16 | 46 | nt | -34 | -1.4 | 10 | 13 | 33 | 6 | -6
CC(O)(CS(=O)(=O)Cc1ccccc1)C(=O)Nc1ccc(C(F)(F)F)cc1 (centres undefined) | -23 | 87 | -1 | -33 | 7.9* | -14 | 13 | 91 | 2 | -1
Cc1cccc(Nc2nc(N)c([N+](=O)[O-])c(NCc3ccco3)n2)c1 | nt | 46 | nt | -64 | -1.7 | -16 | 3 | 37 | 2 | -4
CCOc1ccccc1-n1c(SCC(N)=O)nnc1-c1ccc(O)cc1 | -33 | 109 | -2 | 2 | -1.4 | 1 | 11 | 98 | 1 | -22
CCCc1cc(-c2n[nH]c(=S)n2C(C)c2ccccc2)cs1 (centres undefined) | -33 | 83 | 0 | 50* | -2.6 | -11 | 16 | 85 | 20* | 12
CNC(=S)N/N=C/c1ccc(OCc2ccccc2)c(Br)c1 | nt | 102 | -1 | -46 | 0.2 | -7 | 5 | 91 | 6 | 7
CCCCOc1ccc(C(=O)Nc2ccc(N3CCN(C)CC3)cc2)cc1 | 1 | 1.5* | -1 | -21 | -5.4 | 1 | 8 | 1.8* | -1 | -28
CCN(CC)S(=O)(=O)c1ccc2c(c1)nc(CCC(=O)OCC(=O)Nc1cc(OC)cc(OC)c1)n2C | 9 | 97 | -5 | -16 | -0.5 | 6 | 13 | 104 | 7 | 5
Cc1ccc(-c2nnc(Nc3ccc4c(c3)OCO4)c3ccccc23)cc1S(=O)(=O)NC(C)C | nt | 46 | -10 | -17 | 1.2 | -3 | 8 | 49 | 1 | -3
Cn1c(Oc2ccccc2)c(C=O)c2ccccc21 | -6 | 78 | nt | -34 | -6.7 | 17 | 10 | 76 | 4 | -22
CC(=O)Nc1ccc(S(=O)(=O)NCCC(=O)NCCc2ccc(F)cc2)cc1 | 0 | 94 | -4 | -44 | -2.3 | -3 | 39 | 103 | -1 | -6
COc1ccc(Nc2nc(NCc3ccco3)nc(N/N=C/c3ccc(O)cc3)n2)cc1 | nt | 70 | -9 | -55 | -0.1 | 5 | 2 | 76 | 0 | -1
COc1ccc(S(=O)(=O)Nc2ccc(F)cc2)c(C)c1C | 1 | 90 | 0 | -15 | -2.3 | 3 | 62* | 86 | 0 | -4
Cc1ccc(N(CC(=O)NC2CC3CCC2C3)S(C)(=O)=O)cc1C (centres undefined) | nt | 80 | -1 | 4 | -0.4 | 4 | 4 | 84 | 2 | -5
CC[C@H](C)[C@H](NC(=O)c1ccc(Cl)cc1)C(=O)OCC(=O)c1ccc2c(c1)NC(=O)CO2 | 11 | 82 | 1 | -44 | -3.4 | -5 | 9 | 93 | 3 | -6
CN(C(=O)COc1ccccc1)c1nnc(-c2cccnc2)s1 | 10 | 107 | 4 | -54 | 0.3 | 8 | 3 | 110 | 2 | -11
CCOC(=O)c1cc(NC(=O)SCC(=O)O)c(C)nc1C | -32 | 98 | -2 | 0 | 0.4 | 3 | 3 | 101 | 1 | -9
Cc1ccc(-c2nn3c(C)nnc3s2)cc1NC(=O)c1ccc(-c2cccc(Cl)c2)o1 | 16 | 11 | 1 | -51 | -2.3 | -23 | 1 | 8 | 6 | -14
Cc1cc(C(=O)N2CCN(C/C=C/c3ccccc3)CC2)cs1 | -8 | 77 | nt | -24 | -1.1 | -10 | 3 | 78 | 3 | -11
CCc1ccc2[nH]c3nc(SCc4nnc(-c5ccc(C)cc5)o4)nnc3c2c1 | 1 | 55 | nt | -5 | -7.1 | -1 | 10 | 46 | 6 | nt
O=C(NCCc1ccc(Cl)cc1)C1CCC(CNc2c(N3CCCCC3)c(=O)c2=O)CC1 (centres undefined) | -3 | 78 | nt | 1 | -2.1 | 8 | 4 | 79 | -1 | -5
O=C(/C=C/c1ccccc1)NC(=S)NNC(=O)Cc1cccs1 | 15 | 59 | nt | -9 | -4.7 | 7 | 20 | 65 | 2 | nt
Cc1ccc(CNC(=O)CCC(=O)c2cccs2)cc1 | nt | 108 | 0 | -1 | -2.0 | 7 | 60* | 93 | 4 | -26
Cc1noc(C)c1C(=O)OCC(=O)NC(c1ccccc1)c1ccccc1 | nt | 102 | nt | -44 | -0.4 | 14 | 3 | 109 | 1 | -5
CCCc1ccc(C(=O)N2CCN(c3ccccc3OCC)CC2)cc1 | 0 | 85 | -1 | -17 | 0.5 | -10 | 5 | 97 | 3 | 10
CCCCC(=O)Nc1ccc(C)c(O)c1 | -34 | 96 | nt | -20 | -1.8 | -13 | 3 | 85 | 0 | -12
CCCCOc1ccc(-c2ncc(C(=O)OCC)c(N)n2)cc1 | -11 | 79 | -4 | -26 | 1.4 | 10 | 3 | 87 | 1 | -3

Profiles, looked up by structure. Order of values: E-sel TNF inh	bCat KO growth	Phagocyt inh	BB579 growth dn	MRP-1 activ	GALR2 antag	Measles CPE	HCT116 PTEN-null	NPY-Y2 antag	Yeast lifespan up
CCCCOc1ccc(-c2ncc(C(=O)OCC)c(N)n2)cc1 across the screens: -11	79	-4	-26	1.4	10	3	87	1	-3
CCCc1ccc(C(=O)N2CCN(c3ccccc3OCC)CC2)cc1 across the screens: 0	85	-1	-17	0.5	-10	5	97	3	10

More entries:
SMILES | E-sel TNF inh | bCat KO growth | Phagocyt inh | BB579 growth dn | MRP-1 activ | GALR2 antag | Measles CPE | HCT116 PTEN-null | NPY-Y2 antag | Yeast lifespan up
COc1cccc(C2CC(c3c(-c4ccccc4)c4cc(Cl)ccc4[nH]c3=O)=NN2S(C)(=O)=O)c1OC (centres undefined) | -9 | 55 | 1 | -58 | -3.2 | -15 | 68* | 37 | 2 | -10
O=C(c1cc2c(s1)-c1ccccc1OC2)N1CCc2ccccc2C1 | 5 | 76 | nt | -20 | -1.5 | -10 | 11 | 68 | 11 | -3
Cc1ccc(NC(=O)CCC(=O)NCCO)cc1 | -7 | 91 | 0 | 7 | 0.0 | -3 | -1 | 82 | 2 | -19
CCCCSc1nnc(-c2ccccc2)c2ccccc12 | 16 | 77 | -7 | -32 | 1.4 | 2 | 22 | 81 | 8 | -4
Cc1nc([N+](=O)[O-])c(Sc2nc3ccccc3n2C)n1Cc1ccccc1 | nt | 2.7* | 0 | -39 | -5.0 | 31* | 3 | 1.8* | 3 | 9
NS(=O)(=O)c1ccc(CCNC(=O)C2CCCCN2S(=O)(=O)c2ccccc2)cc1 (centres undefined) | -29 | 88 | -2 | -14 | -0.4 | 21 | 7 | 90 | 1 | -8
COc1ccccc1N1CC(C(=O)Nc2cccc(C(=O)O)c2)CC1=O (centres undefined) | -29 | 102 | 0 | -10 | -0.6 | -7 | 4 | 102 | 3 | -26
CCN(CC)S(=O)(=O)c1cccc(NC(=O)COC(=O)c2ccc(Br)o2)c1 | -9 | 108 | -1 | -9 | 0.0 | -1 | 8 | 102 | 0 | -13
O=C(O)C1C2C=CC(C2)C1C(=O)NCCC1=CCCCC1 (centres undefined) | nt | 93 | 0 | -23 | -2.4 | -9 | 4 | 106 | 2 | -5
O=C(C1CCCO1)N1N=C(c2ccc(Br)cc2)CC1c1ccco1 (centres undefined) | -23 | 77 | -1 | -16 | -2.3 | -1 | 22 | 79 | 2 | -4
O=C(CCSc1nc(-c2ccco2)cc(C(F)(F)F)n1)N1CCN(c2ccccc2)CC1 | 0 | 54 | -1 | -45 | -1.2 | 4 | 23 | 61 | 10 | -6
Cc1csc(Sc2nc3c(c(=O)[nH]c(=O)n3C)n2Cc2ccccc2Cl)n1 | 20 | 100 | -1 | -26 | -2.9 | -10 | 8 | 100 | 2 | -3
Cc1ccc(O)c(-c2cc(C(=O)Nc3c(C)n(C)n(-c4ccccc4)c3=O)[nH]n2)c1 | -6 | 80 | -2 | -52 | -0.5 | 1 | 9 | 75 | 2 | 3
CN(C)S(=O)(=O)N(CC(=O)Nc1ccccc1F)c1ccccc1 | -45 | 89 | nt | 0 | -2.9 | 9 | 5 | 92 | 6 | nt
CCc1c(C)[nH]c(=S)c(C#N)c1C | -9 | 97 | -2 | -14 | -3.0 | 8 | 13 | 98 | 1 | -1
COc1ccccc1-c1nnc2sc(COc3ccc(Cl)cc3)nn12 | -22 | 83 | 0 | -31 | -0.9 | -10 | 5 | 73 | 7 | -18
O=C(NCCCc1ccccc1)c1ccncc1 | 0 | 103 | -2 | -2 | 0.7 | 7 | 8 | 105 | 2 | -13
Cc1c2cnn(-c3ccccc3)c(=O)c2c(C)n1CCCC(=O)N1CCN(c2ncccn2)CC1 | nt | 68 | -2 | -21 | -3.0 | -4 | 2 | 67 | 0 | -22
Cc1c(NC(=O)C(C)NCC2CCCO2)c(=O)n(-c2ccccc2)n1C (centres undefined) | 16 | 93 | 0 | -41 | -0.9 | 0 | 9 | 101 | 2 | -2
COc1ccc(O[C@@H]2O[C@H](COC(C)=O)[C@@H](OC(C)=O)[C@H](OC(C)=O)[C@H]2NC(C)=O)cc1 | nt | 91 | -2 | -33 | -1.4 | -14 | 4 | 103 | 2 | 8
COc1ccc2c(c1)C(SCC(=O)NCCc1ccc(Cl)cc1)CC(C)(C)O2 (centres undefined) | -18 | 94 | nt | -27 | -1.4 | 1 | 11 | 84 | 3 | 14
C=CCn1c(SCC(=O)NC2CCS(=O)(=O)C2)nc2scc(C3CC3)c2c1=O (centres undefined) | -31 | 101 | -1 | -70 | -1.6 | -5 | 4 | 98 | 0 | -10
CSc1nnc(-c2cc3c(s2)-c2ccccc2CC3)o1 | -7 | 75 | -1 | -47 | -1.6 | -4 | 5 | 93 | 4 | -13
COc1ccccc1-n1c(SCC(=O)Nc2ccc(C)cc2)nc(O)cc1=O | 8 | 103 | 1 | -6 | -0.3 | 2 | 26 | 105 | -1 | -6
O=C1C=C(NCc2ccco2)CCC1 | -16 | 97 | 0 | -32 | -2.4 | 5 | 14 | 90 | -3 | -21
COCCNC(=O)C(=O)NCCN1CCOCC1 | -3 | 95 | nt | -28 | 0.8 | 14 | 4 | 98 | -1 | nt
COc1cccc(C2CC(c3cccs3)=NN2C(=S)Nc2ccccc2)c1OC (centres undefined) | -21 | 73 | -3 | -29 | -1.6 | 17 | 3 | 78 | -3 | -5
COc1ccc(/C=C2/SC(=O)N(CCNC(=O)C3COc4ccccc4O3)C2=O)cc1 (centres undefined) | -7 | 88 | -9 | -2 | 0.4 | -1 | 18 | 94 | 11 | -6
CC1(c2ccccc2Cl)NC(=O)N(CC(=O)NC(=O)NCc2ccco2)C1=O (centres undefined) | 24 | 86 | -1 | -14 | -3.9 | -6 | 12 | 98 | 2 | -8
